# Screening results from PubChem.
# PNC assembly inh – High Content Assay for Compounds that inhibit the Assembly of the Perinucleolar Compartment; PC3M PTB-GFP, PNC prevalence imaging, 16 h; active compounds read low; activity change (PNC), negative = inhibition, % at 10 µM; 140,000 compounds, 3.1% hits; AID 2417, 2010;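 active = readout at or below -70, meaning at least 70% loss of cells showing the perinucleolar compartment, a nuclear body marking cancer cells; inconclusive = readout between -30 and a set limit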;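 also: plate controls were DMSO wells for no effect and camptothecin positive control wells for full effect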
#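 Read-out is percentage of cells bearing a perinucleolar compartment, from automated 20x imaging of fixed, Hoechst-stained PC3M PTB-GFP cells. Cells were seeded 4 h, then exposed 16 h to compound (23 nl of library stock) in duplicate plates.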
# IMPase inh – qHTS Assay for Identifying the Cell-Membrane Permeable IMPase Inhibitors. CHO-M1 cells, IP1 accumulation, HTRF TR-FRET ratio. Inositol monophosphatase 1 (Rattus norvegicus), P97697. inhibition (IP1 accumulation), % at 46.1 µM. AID 901, 2007. 120,000 tested, under 10 active; active = well fitted curve in the direction sought with a large enough effect in the signal ratio, not every such curve was filed as active; inconclusive = small, poorly fitted or top-dose-only effect, or a change in a side signal; inactive = no such curve, though single readings can be large or run the other way; the % refers to the signal ratio;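 also: cells stimulated with carbachol in lithium chloride buffer; plate controls were DMSO basal wells for no effect and reference inhibitor wells for full effect; higher means more IMPase inhibition seen as more IP1 and lower FRET ratio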
# Target sequence (P97697 whole entry, looked up): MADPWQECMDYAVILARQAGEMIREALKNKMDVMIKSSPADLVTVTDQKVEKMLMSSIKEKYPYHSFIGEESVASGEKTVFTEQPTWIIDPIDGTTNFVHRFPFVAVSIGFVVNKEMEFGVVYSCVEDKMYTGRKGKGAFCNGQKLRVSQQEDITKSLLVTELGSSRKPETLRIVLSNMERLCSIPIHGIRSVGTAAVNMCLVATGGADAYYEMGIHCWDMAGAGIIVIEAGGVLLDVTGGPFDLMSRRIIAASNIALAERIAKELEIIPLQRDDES
#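 The IP-One HTRF competitive assay in carbachol-stimulated CHO-M1 cells quantifies cellular IP1. Compounds spanned up to 46 uM final, and activity is expressed as AC50 from concentration-response fits of the ratio and donor data.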
# ALOX15B inhib – qHTS Assay for Inhibitors of 15-hLO-2 (15-human lipoxygenase 2) | Polyunsaturated fatty acid lipoxygenase ALOX15B (Homo sapiens), O15296 | purified 15hLO-2, xylenol orange hydroperoxide absorbance | Potency, µM (highest dose often 57.1 µM), for inactives: top-dose activity change, negative = inhibition, actives largely listed as inhibitors | 110,000 compounds, 0.56% hits; also: potency is read from the fitted curve at half-maximal effect; nearly all actives have a fitted effect of over 60% in size; many of its hits are not listed in these tables
# Target sequence (O15296 whole entry, looked up): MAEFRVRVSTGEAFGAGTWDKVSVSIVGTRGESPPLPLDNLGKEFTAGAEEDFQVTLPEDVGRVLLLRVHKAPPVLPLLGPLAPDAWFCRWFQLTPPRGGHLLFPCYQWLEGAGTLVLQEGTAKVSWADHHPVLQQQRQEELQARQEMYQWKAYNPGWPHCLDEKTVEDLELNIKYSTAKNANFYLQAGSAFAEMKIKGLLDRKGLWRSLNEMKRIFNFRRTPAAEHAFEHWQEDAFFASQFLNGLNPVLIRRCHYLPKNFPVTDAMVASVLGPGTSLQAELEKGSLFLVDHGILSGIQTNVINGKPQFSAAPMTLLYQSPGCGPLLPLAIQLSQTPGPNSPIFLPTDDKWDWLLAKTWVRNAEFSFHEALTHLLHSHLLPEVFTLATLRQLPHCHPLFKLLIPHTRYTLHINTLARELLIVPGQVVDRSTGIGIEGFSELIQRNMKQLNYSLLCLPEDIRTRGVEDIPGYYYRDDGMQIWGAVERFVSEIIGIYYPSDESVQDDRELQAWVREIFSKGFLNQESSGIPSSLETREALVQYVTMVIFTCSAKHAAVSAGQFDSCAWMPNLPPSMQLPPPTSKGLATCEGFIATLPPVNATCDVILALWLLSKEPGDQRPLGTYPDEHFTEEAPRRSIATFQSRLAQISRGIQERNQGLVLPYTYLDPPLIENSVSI
#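 Enzyme 50 nM, AA 45 uM, 25 mM Hepes pH 7.5 + 0.01% Triton X-100; cpd preinc 15 min RT, rxn 90 min RT; stop/detect with 200 uM XO + 300 uM Fe(II) in 50 mM H2SO4, 30 min; A573/A405.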
# 12-hLO inh – qHTS Assay for Inhibitors of 12-hLO (12-human lipoxygenase). purified 12-hLO, xylenol orange hydroperoxide absorbance. AID 1452, 2008. Polyunsaturated fatty acid lipoxygenase ALOX12 (Homo sapiens), P18054. 150,000 compounds, 0.12% hits. Potency, µM (top dose mostly 57.1 µM), inactives show top-dose activity change, negative = inhibition, hits mostly inhibitors; also: potency is read from the fitted curve at half-maximal effect; nearly all actives have a fitted effect of over 55% in size; many of its hits are not listed in these tables
#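 Hydroperoxide output read as Fe(III)-xylenol orange absorbance, 573-to-405 nm ratio, after 30 min reaction with 40 uM arachidonic acid. Enzyme: 150 nM purified human 12hLO, 15 min compound preincubation; 25 mM Hepes pH 7.0, room temperature.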
# An asterisk follows results filed as active; ? = inconclusive; . = not tested or not shown; [ ] = remark or other dose. Unless noted, calls follow the shape of the dose curve; as a rule, active = well fitted curve in the direction sought with a large enough effect; inconclusive = small, poorly fitted or top-dose-only effect, or another doubt; inactive = no such curve, though single readings can be large; an effect the other way counts as inactive or inconclusive. Unless noted, % is scaled to controls: 0 for no effect and ±100 for the full control effect.
# Sample of the layout (5 entries):
SMILES,PNC assembly inh,IMPase inh,ALOX15B inhib,12-hLO inh
COc1ccc(OC)c(NC(=O)C2CCN(c3nc(C)cc(C)n3)CC2)c1,-2.3,-0.9,-6.8%,-2.8%
CN(C)CCC=C1c2ccccc2C=Cc2ccccc21,.,14.9[20.6 µM],10.5%[11.4 µM],14.2%[11.4 µM]
O=C(COc1ncnc2ccccc12)N1CCN(S(=O)(=O)c2ccccc2)CC1,25.5,1.5,-0.2%,0.9%
Cc1cc(C(=O)Nc2ccccn2)cs1,-10.5,0.9,.,6.2%
CCOC(=O)c1c(NC(=O)CSc2ncccn2)sc2c1CCN(Cc1ccccc1)C2,?,.,.,-0.6%

# The list itself, previewed entries included:
SMILES,PNC assembly inh,IMPase inh,ALOX15B inhib,12-hLO inh
COc1ccc(OC)c(NC(=O)C2CCN(c3nc(C)cc(C)n3)CC2)c1,-2.3,-0.9,-6.8%,-2.8%
CN(C)CCC=C1c2ccccc2C=Cc2ccccc21,.,14.9[20.6 µM],10.5%[11.4 µM],14.2%[11.4 µM]
O=C(COc1ncnc2ccccc12)N1CCN(S(=O)(=O)c2ccccc2)CC1,25.5,1.5,-0.2%,0.9%
Cc1cc(C(=O)Nc2ccccn2)cs1,-10.5,0.9,.,6.2%
CCOC(=O)c1c(NC(=O)CSc2ncccn2)sc2c1CCN(Cc1ccccc1)C2,?,.,.,-0.6%
O=C(O)CCC(=O)NCc1ccc2[nH]c3c(c2c1)CCCC3,-4.7,-1.9,-11.9%,-4.7%
CN(C)/N=C/C=C1\CC/C(=C\c2ccc(Br)cc2)C1=O,20.0,5.4,-16.2%,-9.8%
CC1=C(C(N)=O)C(c2ccccc2)n2nc(-c3cccs3)nc2N1 (stereo not drawn),?,6.3,5.2%,-0.2%
Nn1cnnc1N/N=C\c1ccc(-c2ccccc2[N+](=O)[O-])o1,?,5.7,.,0.4%
CSc1ccc(-c2c(C#N)c(N)nc3c2CCCC3)cc1,1.3,5.8,-3.3%,-4.0%
CC(=O)Nc1nnc(SCC(=O)N2CCN(Cc3ccccc3)CC2)s1,?,-7.7,.,7.9%
CCCCNC(=O)CCSc1nc2nc(C)cc(C)n2n1,?,?,-4.3%,-2.3%
CS(=O)(=O)N(CC(=O)N1CCCC1)c1cccc(Cl)c1Cl,?,2.2,-2.5%,0.0%
CCOc1cc(CNc2ccc(Br)cc2)cc(Br)c1OCC(=O)NC(C)(C)C,0.7,3.9,9.5%,-4.6%
Cc1ccc(C(=O)N/C(=C\c2ccc(-c3ccc([N+](=O)[O-])cc3)o2)C(=O)NC2CCS(=O)(=O)C2)cc1 (stereo not drawn),?,-20.1,.,1.7%
N#CC(CC(=O)O)=C(c1ccccc1)c1ccccc1,.,.,-5.7%[11.4 µM],3.5%[11.4 µM]
Cc1ccc(C2OCC3(CO2)COC(c2ccc(C)cc2)OC3)cc1 (stereo not drawn),?,.,.,0.5%
Cc1ccc(SCCNC(=O)/C=C/c2cccc([N+](=O)[O-])c2)cc1,26.0,.,.,-6.6%
CCOC(=O)C1=C([Si](C)(C)C)c2ccccc2N(S(=O)(=O)C(F)(F)F)C1C(=O)OCC (stereo not drawn),.,.,4.7%[0.0915 µM],-7.8%[0.00818 µM]
c1ccc(N2CCN(c3ccccc3)C2c2ccncc2)cc1,?,8.0,31.6%[activator],4.6%
CC(C)c1ccc(NC(=O)CSc2nc3c(c(=O)[nH]2)CCC3)cc1,38.3,-11.9,-2.2%,2.7%
Cn1nc(OC(=O)Nc2cccc(Cl)c2)cc1C(F)(F)F,16.7,-6.1,4.9%,1.3%
S=C(NCCc1ccccc1)N/N=C/c1cccc(Cl)c1Cl,-4.3,-10.8,.,-5.9%
Cc1c(NC(=O)c2cccc(F)c2)c(=O)n(-c2ccccc2)n1C,16.9,-3.3,1.2%,-0.5%
COc1ccc(N2C(=O)C3CCCN3C2c2ccccc2)cc1 (stereo not drawn),?,1.0,-2.9%,2.2%
c1coc(CNCc2cccs2)c1,42.6,-7.5,.,16.8%
O=C(Nc1ccc2nc(-c3cccnc3)[nH]c2c1)c1ccco1,?,?,.,-0.5%
CC1(C)C2CC[C@@]1(C)C(=O)C2,.,.,1.0%,-0.6%
N#C/C(=C/c1ccco1)c1nc2ccccc2s1,?,.,.,-11.2%
Cc1ccc(CC(=O)Nc2ccc(OC(F)F)c(Cl)c2)cc1C,5.8,.,.,-5.9%
Cc1cccc(Nc2nc(NCC3CCCO3)nc(N)c2[N+](=O)[O-])c1 (stereo not drawn),-21.2,2.7,.,6.8%
CCOC(=O)N1CCC(n2c(SCC(=O)NCCC3=CCCCC3)nc3ccccc3c2=O)CC1,6.3,11.4,-2.2%,-12.1%
Cc1cccc(-n2c(O)c(C=NC3CCS(=O)(=O)C3)c3ccccc3c2=O)c1 (stereo not drawn),-17.2,4.3,9.4%,2.5%
CCn1ncc(C2=NOC(C(=O)Nc3ccc(C)cc3)C2)c1C (stereo not drawn),?,8.5,4.7%,1.9%
CSc1nc(-c2ccco2)nn1S(C)(=O)=O,?,?,21.8%,-4.2%
CCCCn1c(-c2ccc([N+](=O)[O-])cc2)n[nH]c1=S,?,13.4,-12.3%,-9.6%
NC(=O)COc1ccc(/C=N/NC(=O)C2CCCN2S(=O)(=O)c2ccc(Cl)cc2)cc1 (stereo not drawn),-29.9,4.2,4.2%,0.3%
Oc1ccc2ccccc2c1CNn1cnnc1,35.2,-0.1,-3.5%,-1.8%
COc1ccc(OC)c(NC2c3ncccc3C(=O)N2Cc2ccco2)c1 (stereo not drawn),92.0,7.6,-20.8%,0.4%
O=C(Nc1nc2c(s1)CCCC2)c1nn(Cc2ccccc2)c(=O)c2ccccc12,?,.,.,1.0%
CCS(=O)(=O)NCc1cn2c(C)csc2n1,-16.8,-4.4,3.0%,-5.6%
CCn1c(SCC(=O)NCC(=O)Nc2ccc(F)cc2)nnc1-c1cccs1,-86.2*,2.9,0.3%,0.7%
Cc1ccc(NC(=O)COC(=O)/C(=C/c2cccs2)c2cccs2)cc1S(=O)(=O)N(C)C,76.5,.,.,0.6%
CCN(CC)CCNC(=O)NC1CCCCC1,-2.6,14.5,7.4%,0.1%
COC(=O)COC(=O)c1ccc(-n2nnnc2SC)cc1,-6.9,2.2,12.3%,-4.3%
CCOC(=O)c1[nH]c(Cc2[nH]c(C(=O)OCC)c(C)c2CCC(=O)OC)c(CCC(=O)OC)c1C,?,13.6,-2.6%,?
O=C(CCn1c(=O)c2sccc2n(CC(=O)NCc2ccco2)c1=O)NCc1ccccc1,-1.1,-1.2,-4.1%,-6.0%
Cc1ccc2nc(-c3ccc(NC(=O)C4CCCO4)cc3)[nH]c2c1 (stereo not drawn),-6.0,-3.4,5.9%,2.1%
CN(C(=O)c1ccccn1)c1nnc(-c2cnccn2)s1,?,-0.1,-3.3%,-11.9%
CC12COC3(C(=O)Nc4ccc(Cl)cn4)CC1CCC32C (stereo not drawn),-23.1,-12.5,6.5%,5.6%
COc1cccc(C(=O)NC2CCSC2=O)c1 (stereo not drawn),-20.2,-11.8,7.4%,-4.6%
CSc1nc(C)cc(OCCO)n1,12.2,-2.0,12.7%,4.8%
Cc1cc(C)cc(N(CC(=O)N2CCN(c3ccccc3)CC2)S(=O)(=O)c2c(C)noc2C)c1,2.2,11.8,0.2%,-1.6%
O=C(/C=C/c1ccc(Cl)cc1)Nc1ccc(CN2CCOCC2)cc1,-18.6,2.5,.,-1.0%
Cc1cccn2c1nc(=S)n2C(=O)c1ccco1,26.7,.,.,1.2%
CC(C)(C)c1ccc(S(=O)(=O)N2C=CC(C(F)(F)F)=NCC2)cc1,-4.7,?,0.7%,2.9%
O=C(Cn1c(=O)sc2ccccc21)Nc1ccccc1C(=O)O,-30.0,-9.4,-4.2%,-0.4%
Cc1sc(NC(=O)CN(Cc2ccc(F)cc2)C(=O)C(C)(C)C)c(C(N)=O)c1C,?,-5.8,.,-1.6%
CN(C)S(=O)(=O)Oc1cccc(C(=O)Nc2cccc(Cl)c2)c1,25.8,8.6,4.8%,-8.2%
COC(=O)c1ccc(N=NN2CCCCCC2)cc1,0.8,.,.,-4.0%

# Further entries follow:
SMILES,PNC assembly inh,IMPase inh,ALOX15B inhib,12-hLO inh
Cc1ccnc(Sc2nc3c(c(=O)[nH]c(=O)n3C)n2CCCc2ccccc2)n1,-16.6,-6.5,1.0%,-4.7%
COc1ccccc1Nc1nc(-c2sc(NC(=O)c3ccco3)nc2C)cs1,-10.0,-6.5,8.7%,-13.0%
COc1ccc(OC)c(/C=C/C(=O)c2ccc(Cl)cc2)c1,-28.5,1.3,-9.9%,-7.0%
CCCNC(=O)c1c(NC(=O)C2COc3ccccc3O2)sc2c1CCCC2 (stereo not drawn),103.7,-2.3,.,2.2%
c1ccc(CSc2nnc(-c3ccccn3)n2-c2ccccc2)cc1,3.7,1.1,6.5%,1.8%
CCCCNC(=O)Nc1ccnn1C1CCCCC1,-17.8,-0.6,-0.6%,0.8%
NCCCCNS(=O)(=O)c1ccc2c(Cl)cccc2c1,.,-5.1,32.9%[activator],-4.8%
Cc1ccccc1Nc1nnc(SCC(=O)Nc2ncc(C(F)(F)F)cc2Cl)s1,32.1,7.1,.,-0.9%
CC(Oc1ccc(Cl)cc1)C(=O)Nc1nccs1 (stereo not drawn),-27.1,1.5,16.9%,-10.3%
CC(=O)c1sc(NC(=O)C(C)(C)C)nc1C,24.8,?,.,1.6%
COc1cc(CNc2nc(C)c([N+](=O)[O-])c(C)c2C#N)cc(OC)c1OC,?,.,.,-2.1%
CSc1nccc(-c2cc(Cl)sc2Cl)n1,15.5,3.8,1.0%,-2.8%
CCCN(CCC(=O)Nc1cc(OC)cc(OC)c1)CC1CC1,-24.8,3.5,14.6%,-3.2%
Cc1c(Nc2nc3ccccc3nc2NS(=O)(=O)c2cccs2)c(=O)n(-c2ccccc2)n1C,?,4.0,-15.9%,-5.0%
CCOC(=O)c1c(-c2cccs2)csc1NC(=O)c1ccncc1,40.1,6.1,-6.1%,-5.7%
Cc1ccc(S(=O)(=O)N2CCN(S(=O)(=O)N3CCOCC3)CC2)cc1C,-28.7,-1.6,3.1%,2.3%
COc1ccc(CNC(=O)/C(C#N)=C2\N=C(NC(=O)c3cccs3)c3ccccc32)cc1,14.2,1.4,.,-1.3%
O=C1c2cccnc2C(=O)N1Cc1cccs1,42.3,3.5,1.0%,2.0%
O=C(Cc1n[nH]c(=O)c2ccccc12)NCc1ccccn1,41.5,5.4,-2.8%,2.2%
O=C(O)[C@H]1CCCC[C@@H]1c1c2ccc(=O)c(O)c-2oc2c(O)c(O)ccc12,.,.,?,-14.5%[11.4 µM]
COc1cc(CNCC(O)c2ccccc2)ccc1OCc1ccc(Cl)nc1 (stereo not drawn),13.3,-5.8,23.3%,-5.4%
Cc1ccc(C(=O)N2CCN(c3ccc(C(F)(F)F)cn3)CC2)c(C)c1,?,-3.5,3.8%,4.1%
O=S(=O)(NCCc1ccncc1)c1ccccc1,50.6,.,.,0.3%
CCCC(=O)N1CCN(c2ccc([N+](=O)[O-])cc2Cl)CC1,-23.7,.,.,-1.8%
CCOC(=O)C1=C(N)Oc2c(oc(CO)cc2=O)C1c1c(F)cccc1Cl (stereo not drawn),?,9.5,-3.8%,-5.3%
O=C(Oc1ccc(Cl)c2cccnc12)N1CCCCCC1,-3.3,-2.3,.,-2.7%
O=c1nc(N(c2ccccc2)c2ccccc2)[nH]c(=O)[nH]1,1.2,-16.0,-8.9%,-2.1%
Cc1ccccc1OCCNC(=O)c1ccc2ccccc2n1,-23.6,.,.,-3.5%
